# Screens as filed in PubChem BioAssay.
# TDP1 cell CPT – growth inhibition of DT40 Tdp1-/-;hTDP1 cells with camptothecin (screen for TDP1 inhibitors); chicken DT40 Tdp1-/-;hTDP1 cells + 20 nM CPT, ATP luminescence, 48 h; Potency, µM (titrated, usually from 46.2 µM), for inactives: at the highest dose activity change, negative = growth inhibition, usual class: inhibitors; actives 12% (n = 420,000); AID 686979; further: nearly all actives have a fitted effect of over 55% in size
#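 Chicken DT40 Tdp1-/- cells complemented with human TDP1, 400 cells/well, exposed to compounds plus 20 nM camptothecin for at least 48 h at 37 C; viability read as ATP content by CellTiter-Glo luminescence.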
# DT40 TDP1 no CPT – qHTS for Inhibitors of human tyrosyl-DNA phosphodiesterase 1 (TDP1): qHTS in cells in absence of CPT; DT40 Tdp1-/- hTDP1 cells, no CPT, ATP luminescence, 48 h; actives 15% (n = 420,000); Potency, µM (top dose mostly 46.2 µM), for the others: at the highest dose activity change, negative = growth inhibition, hits mostly inhibitors; further: nearly all actives have a fitted effect of over 55% in size
#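 Chicken DT40 Tdp1-/- cells complemented with human TDP1, screened without camptothecin (DMSO vehicle only), 400 cells/well. Compounds pin-transferred, cells incubated at 37 °C for at least 48 hr. Growth read as ATP-dependent luminescence (CellTiter-Glo, 30 min at RT).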
# KAT2A inh – inhibitors of human GCN5L2 histone acetyltransferase; Q92830; GCN5L2 HAT assay, ThioGlo1 CoA-SH fluorescence; Potency, µM (top dose mostly 58.9 µM), for the others: at the top dose activity change, negative = inhibition, usual class: inhibitors; actives 0.21% (n = 390,000)
# Target sequence (Q92830 whole entry, looked up): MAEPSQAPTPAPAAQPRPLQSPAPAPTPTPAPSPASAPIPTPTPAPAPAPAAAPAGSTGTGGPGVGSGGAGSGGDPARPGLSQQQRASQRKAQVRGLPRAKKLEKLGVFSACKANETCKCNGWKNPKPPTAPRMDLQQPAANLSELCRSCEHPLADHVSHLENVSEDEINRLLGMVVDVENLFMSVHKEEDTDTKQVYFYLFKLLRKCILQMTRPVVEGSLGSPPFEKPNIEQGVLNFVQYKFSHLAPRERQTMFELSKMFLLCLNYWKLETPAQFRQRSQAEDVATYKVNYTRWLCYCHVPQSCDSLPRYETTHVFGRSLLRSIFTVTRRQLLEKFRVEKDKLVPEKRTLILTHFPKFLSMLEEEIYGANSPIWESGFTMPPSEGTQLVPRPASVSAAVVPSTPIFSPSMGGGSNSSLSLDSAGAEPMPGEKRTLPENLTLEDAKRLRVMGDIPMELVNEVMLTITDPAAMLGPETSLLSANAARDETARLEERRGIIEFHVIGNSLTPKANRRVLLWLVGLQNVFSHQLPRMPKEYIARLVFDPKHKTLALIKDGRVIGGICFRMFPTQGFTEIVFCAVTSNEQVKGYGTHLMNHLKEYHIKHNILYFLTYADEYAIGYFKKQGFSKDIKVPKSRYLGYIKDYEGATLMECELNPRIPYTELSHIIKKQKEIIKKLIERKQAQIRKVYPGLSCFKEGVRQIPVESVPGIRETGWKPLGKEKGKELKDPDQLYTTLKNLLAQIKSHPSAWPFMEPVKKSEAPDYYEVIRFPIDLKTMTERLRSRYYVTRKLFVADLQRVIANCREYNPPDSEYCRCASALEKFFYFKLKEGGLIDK
#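 Preincubate 20nM GCN5L2 with compound 15 min, RT → add 50uM ThioGlo1 + 75uM H3(1-25) + 70uM acetyl-CoA → read fluorescence 0 and 20 min. Primary qHTS; fluorescent artifacts likely.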
# An asterisk follows results filed as active; ? = inconclusive; · = no result given; & = joins results of further samples; [ ] = dose if it differs, or a comment. The call rests on the fitted dose curve; in most records, active means well fitted curve in the direction sought with a large enough effect; inconclusive means small, poorly fitted or top-dose-only effect, or another doubt; inactive means no such curve, though single readings can be large; an effect the other way counts as inactive or inconclusive. On the % scale 0 is the no-effect control and ±100 the full control effect; potency means the concentration at half of the fitted maximal effect. This is a random part of the collection (roughly 18% active in at least one column).
SMILES,TDP1 cell CPT,DT40 TDP1 no CPT,KAT2A inh
COc1ccc2cc3[n+](cc2c1OC)CCc1cc2c(cc1-3)OCO2,3.7µM*,2.3µM*,1%
CN(C)C(CNC(=O)c1ccccc1OCc1ccc(Cl)cc1)c1ccco1 (configuration not stated),?,?,-2%
COc1ccc(OC)c(NC(=O)C23CCC(C)(C(=O)C2)C3(C)C)c1 (configuration not stated),5%,0%,-7%
COc1ccccc1C1=NOC(C)(c2sc(-c3ccc(Cl)cc3)nc2C)C1 (configuration not stated),?,?,-5%
COc1cccc(C2N(Cc3ccccc3)C(=O)C2(F)F)c1OC (configuration not stated),-24%,-9%,-2%
CCn1cc(/C=C(\NC(=O)c2ccc(C)cc2)C(=O)NCCN2CCOCC2)c2ccccc21,-29%,-5%,-5%
O=C(NCc1cccc(Cl)c1)C1CCN(C(=O)c2sccc2-n2cccc2)CC1,?,-22%,-2%
COc1ccc(/C(O)=C2\C(=O)C(=O)N(CCN(C)C)C2c2cccc(OC)c2OC)cc1 (configuration not stated),22%,0%,-4%
Cc1cccnc1NC(=O)CCNC(=O)c1ccccc1Cl,10%,5%,-6%
CCOC(=O)N1CCN(C(=O)C(NC(=O)c2ccc(CC)cc2)C(C)C)CC1 (configuration not stated),8.2µM*,5.8µM*,-7%
Cn1cc([N+](=O)[O-])c(C(=O)N(Cc2ccccc2)Cc2ccccc2)n1,?,26µM*,-4%
Cc1ccc(SCC(=O)Nc2ccc(N3CCOCC3)cc2)c(C)c1,0%,-18%,-3%
CCOC(=O)c1c(C)[nH]c(C(=O)COC(=O)CSC)c1C,0%,-6%,-4%[0.501 µM]
CC(C)C1C(=O)N(Cc2cn(Cc3ccco3)nn2)CCS(=O)(=O)N1Cc1ccc(-c2cccc(N(C)C)c2)cc1 (configuration not stated),?,16µM*,·
COc1cccc(N2CCN(C(=O)CCC(=O)c3ccc(Cl)s3)CC2)c1,6%,-7%,-3%
CCS(=O)(=O)N1CCC(C(=O)NCc2cccc(OC)c2)CC1,-1%,-4%,1%
O=C(CC(O)(c1ccccc1)C(F)(F)C(F)F)c1cccs1 (configuration not stated),-9%,-10%,·
Cc1noc(C)c1S(=O)(=O)N(CC(=O)Nc1ccc(F)cc1F)c1ccc(C(C)C)cc1,?,21µM*,-4%
CCn1c(SCC(=O)Nc2cccc(F)c2)nc2c(c1=O)SC(C)C2 (configuration not stated),-19%,-25%,-7%
Cc1ccc(C(=O)NC(C(=O)Nc2ccccc2)c2ccccc2)cc1 (configuration not stated),-5%,2%,-7%
CN(C(=S)NC(=O)/C=C/c1ccc(F)cc1)C1CCCCC1,23%,-23%,-6%
S=c1nc[nH]c2n[nH]nc12,?,?,·
Nc1ncc(Br)cc1S(=O)(=O)NCCC(=O)N1CCN(c2ccccn2)CC1,22%,-29%,-1%
CC(O)(c1cccc(F)c1)c1nc(-c2ccc3c(c2)OCO3)cs1 (configuration not stated),?,?,·
C/C(=N/NS(=O)(=O)c1ccc(Br)cc1)c1cccc(NC(=O)C2CC2)c1,-17%,-6%,·
COc1cccc(/C=C2\SC(=S)N(C(C(=O)O)c3ccccc3)C2=O)c1OC (configuration not stated),3%,-15%,-9%
Nc1nc2c(ncn2C2CCCC2)c(=O)[nH]1,-4%,-1%,·
CSc1ccc(CCNC(=O)c2cnn(-c3ccccc3)c2-n2cccc2)cc1,18µM*,15µM*,-8%
CN(Cc1ccco1)C(=O)C1CCC(=O)N(CCc2cccc(F)c2)C1 (configuration not stated),?,?,2%
N#Cc1ccc(C(C(=O)NCc2ccccc2)n2c(=O)c(-c3ccco3)nc3ccccc32)cc1 (configuration not stated),21µM*,?,·
COc1ccc(Nc2nc(N)nc(CSc3nnc(N)s3)n2)cc1,-2%,7%,-3%[0.501 µM]
Oc1ccc(NCc2cccc(OCc3ccc(F)cc3)c2)cc1,23µM*,18µM*,-27%
O=C(Nc1cccc(Cl)c1)c1cccc(N2C(=O)C3CC=CCC3C2=O)c1 (configuration not stated),?,?,-10%
CCC(CO)Oc1cc(NCc2ccc(OC)cc2)c2ncn(C(C)C)c2c1 (configuration not stated),?,?,2%
O=C(NCCCN1CCOCC1)c1ccc2nc(Cc3cccc(Cl)c3)oc2c1,-21%,-22%,-7%
O=C(c1ccc(Br)cc1)N(Cc1ccco1)c1ccccn1,0%,?,-2%
CC(=O)Nc1cc(-c2cccc(C(=O)NCCN(C)C)c2)cn2c(-c3ccc(F)c(Cl)c3)cnc12,2.1µM*,1.5µM*,·
COc1cc(Cl)c(C)cc1NC(=O)CSc1ccccc1,-2%,0%,-5%
CC(=O)N1CCN(Cc2nc3cc(Cl)ccc3c(=O)[nH]2)CC1,15%,1%,-13%
Cc1nc2sc(C(c3cccc(F)c3)N3CCCC(C)C3)c(O)n2n1 (configuration not stated),-21%,-5%,-15%
CCOC(=O)CSc1nc(N)nc(C)c1Cl,?,?,-6%
CSc1ccccc1NC(=O)Cn1c([N+](=O)[O-])cnc1C,20%,13%,-3%
CC(C)C[C@H](NC(=O)[C@@H]1O[C@H]1C(=O)O)C(=O)NCCCCN=C(N)N,13%,7%,-6%
C=CCn1c(C)cc(C(=O)CSc2nnc(NCc3ccccc3)s2)c1C,9.2µM*,15µM*,-19%
CCOC(=O)C1CCN(C(=O)COC(=O)c2ccc(Br)o2)CC1,1%,8%,-5%
COc1cccc(C(C)NC(=O)Nc2cccc(C(F)(F)F)c2)c1 (configuration not stated),21µM*,10µM*,-1%
COc1cc2cc(CN(Cc3ccc4c(c3)OCO4)C(=O)c3ccco3)c(=O)[nH]c2cc1OC,-21%,-23%,·
COC(=O)c1ccc([C@H](NC(=O)c2ccco2)[C@]2(C)C[C@H]2C2CCCCC2)cc1,?,?,·
Cn1c(SCC(=O)NC2CC2)nnc1-c1ccc(Cl)cc1,1%,-4%,-1%
Cc1c(C(=O)N2CCOCC2)sc2nc(-c3ccccc3)cn12,1%,-17%,-3%[0.501 µM]
CN(CC(=O)N1CCCCCC1)S(=O)(=O)c1ccc(F)cc1,-8%,-1%,-4%
Cc1cc(C(=O)NCCc2ccc(S(=O)(=O)NC(=O)NN3CCCCCC3)cc2)no1,?,?,-20%
COC(=O)c1cccc(CSc2nnc(C)s2)c1,-12%,2%,-2%
CCCCCc1ccc(-c2ccc(OCC)cc2)nc1,-1%,-15%,-5%
Cc1ccc(CCNC(=O)c2ccc(CS(=O)(=O)c3ccc(Cl)cc3)o2)cc1,-8%,-14%,?
CCOc1ccc(Br)cc1S(=O)(=O)Nc1cccc(S(=O)(=O)N2CCOCC2)c1,-17%,-12%,·

# Other records
SMILES,TDP1 cell CPT,DT40 TDP1 no CPT,KAT2A inh
COc1cc(/C=C/C(=O)OCC(=O)NC(=O)NC2CCCC2)ccc1OCC#N,?,?,-2%
O=C(Nc1cccc([N+](=O)[O-])c1)C1CC(=O)N(Cc2ccccc2)C1 (configuration not stated),1%,?,3%
CC(C)c1cc(CN2CCN(CCC#N)CC2)cc(C(C)C)c1O,?,-1%,-10%
CS(=O)(=O)Nc1ccc(C(=O)N2CCCC2)cc1,13%,2%,-2%
O=C(NC(=S)N(CCO)Cc1ccccc1)c1cc(Br)ccc1Cl,?,?,-7%
CCC(=O)N1CCc2cc(S(=O)(=O)NC(C(=O)NCCc3ccc(Cl)cc3)C(C)C)ccc21 (configuration not stated),-17%,-10%,1%
Cc1cc(C(C#N)c2ccccc2F)n2ncnc2n1 (configuration not stated),15%,3%,-8%
CCN(CC)C(=O)N1c2ccccc2Sc2ccccc21,?,?,-9%

# In the list so far, these contain two or more sulfur atoms:
SMILES,TDP1 cell CPT,DT40 TDP1 no CPT,KAT2A inh
CCn1c(SCC(=O)Nc2cccc(F)c2)nc2c(c1=O)SC(C)C2 (configuration not stated),-19%,-25%,-7%
COc1cccc(/C=C2\SC(=S)N(C(C(=O)O)c3ccccc3)C2=O)c1OC (configuration not stated),3%,-15%,-9%
COc1ccc(Nc2nc(N)nc(CSc3nnc(N)s3)n2)cc1,-2%,7%,-3%[0.501 µM]
C=CCn1c(C)cc(C(=O)CSc2nnc(NCc3ccccc3)s2)c1C,9.2µM*,15µM*,-19%
COC(=O)c1cccc(CSc2nnc(C)s2)c1,-12%,2%,-2%
CCOc1ccc(Br)cc1S(=O)(=O)Nc1cccc(S(=O)(=O)N2CCOCC2)c1,-17%,-12%,·

# Complete entries, quoted from the list:
# Profile of Cc1ccc(C(=O)NC(C(=O)Nc2ccccc2)c2ccccc2)cc1 (configuration not stated) : TDP1 cell CPT = -5%; DT40 TDP1 no CPT = 2%; KAT2A inh = -7%
# Profile of Nc1nc2c(ncn2C2CCCC2)c(=O)[nH]1 : TDP1 cell CPT = -4%; DT40 TDP1 no CPT = -1%; KAT2A inh = ·

# The listing continues:
SMILES,TDP1 cell CPT,DT40 TDP1 no CPT,KAT2A inh
CCN(CC)CCCN(Cc1cc2cc3c(cc2[nH]c1=O)OCO3)C(=S)NCCCOC,-15%,-1%,-1%
O=C(Nc1ccccc1)c1cccc(N2C(=O)C3C4C=CC(C4)C3C2=O)c1 (configuration not stated),-22%,-29%,?
CC(C)NS(=O)(=O)c1ccc(CCC(=O)Nc2cc(Cl)ccc2Oc2ccccc2)cc1,23µM*,23µM*,-4%
Cc1cccc(N=C2NC(=O)c3cc([N+](=O)[O-])ccc32)c1,2%,1%,-3%
COc1cc(-c2cc(-c3ccc(F)cc3)nc(N)c2C#N)ccc1O,?,?,-2%
COc1ccc(CCN(C)CCC(=O)Nc2c(C)cc(C)cc2C)cc1OC,11%,-20%,0%
CCOC(=O)N1CCC(N2CCCC(CO)(Cc3cccc(OC)c3)C2)CC1 (configuration not stated),-10%,?,-8%
COC(=O)c1c(-c2ccsc2)oc2ccc(-c3cc(OC)c(OC)c(OC)c3)cc12,18µM*,16µM*,·
C=C(NS(=O)(=O)c1ccc(C)cc1)C(=O)OC,-7%,-6%,0%
COc1cc(C(=O)Nc2ccc3ccccc3c2)cc(OC)c1OC,?,0.65µM*,?
COc1cc(CN(C(=O)c2ccc(C)cc2)C2CCS(=O)(=O)C2)cc(OC)c1OC (configuration not stated),11%,-1%,1%
CC(C)(C)NCC(O)c1ccc(O)c(CO)n1 (configuration not stated),3%,-4%,·
O=C(Nc1nc2c(F)cccc2s1)C1CC1,-6%,-12%,-3%
Cc1cc(SCC(=O)NCc2ccc(Cl)cc2)nc(=O)[nH]1,-2%,-13%,-6%
COc1cc(/C=C/C(=O)OCC(=O)Nc2ccc3c(c2)OCCO3)ccc1OCC#N,4%,5%,-4%
COC(=O)c1ccc(C2/C(=C(\O)c3ccc4c(c3)OCCO4)C(=O)C(=O)N2CCCN2CCOCC2)cc1 (configuration not stated),9%,6%,-11%
COc1ccc(C(=O)Nc2c3c(nn2-c2cccc(Cl)c2)CS(=O)C3)cc1 (configuration not stated),-17%,-23%,-8%[0.501 µM]
Cc1ccc(C)c(NC(=O)C(OC(=O)c2cnc(C)cn2)c2ccccc2)c1 (configuration not stated),9%,3%,-4%
Cc1ccc(C(=O)NNC(=O)C(NC(=O)c2cccc(C)c2)C(C)C)cc1 (configuration not stated),-10%,-16%,2%
COc1ccc(CCNC(=O)c2cc(-c3ccco3)on2)cc1OC,10µM*,16µM*,-4%
CC1(C)C[C@H]2C3=CCC4[C@@]5(C)CC[C@H](O)[C@@](C)(CO)C5CC[C@@]4(C)[C@]3(C)C[C@@H](O)[C@@]2(CO)[C@@H](O)[C@@H]1O (some centres not stated),-8%,?,-1%
Cc1ccc(C(=O)NCC(=O)NCc2ccc(Cl)cc2)s1,-3%,-16%,1%
CC1CCCN(C(=O)C2CC(=O)N(c3ccc(Cl)cc3)C2)C1 (configuration not stated),-1%,?,3%
COc1ccc(CN(C2CCCCC2C)S(=O)(=O)c2ccc(S(=O)(=O)N(C)C)cc2)cc1OC (configuration not stated),16µM*,21µM*,0%
Cc1ccc2[nH]c3c(=O)n(CCC4=CCCCC4)cnc3c2c1,-21%,-22%,-1%
O=C(NCc1ccccc1)C(c1ccco1)N(C(=O)c1csnn1)C1CC1 (configuration not stated),11%,13%,-5%
C=CCNC(=O)c1ccc(Cn2c(=S)[nH]c3cc4c(cc3c2=O)OCO4)cc1,?,-27%,-12%
O=Cc1c2[nH]c3ccccc3c2cc2[nH]c3ccccc3c12,-5%,-9%,-15%&-4%&-8%
